Screens: PubChem, National Center for Advancing Translational Sciences (NCATS)
GAA glycogen: inhibitors or activators of human alpha-glucosidase glycogen cleavage. P10253. recombinant GAA, glycogen substrate, Amplex Red glucose oxidase fluorescence. Potency, µM (highest dose often 76.4 µM), inactives show at the top dose activity change, negative = inhibition, hits mostly inhibitors. hit rate 0.38% among 300,000;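 note: 0% = full enzyme reaction and -100% = no-enzyme basal signal; the screen sought inhibitors and activators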
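Recombinant human enzyme (4 nM); glycogen substrate; 37 C, 40 min, pH 5.0. Readout: coupled glucose oxidase/Amplex Red fluorescence.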
Tau fibril ThT: tau fibrillization inhibition (ThT binding); P10636; recombinant tau K18 P301L, heparin-induced fibrillization, ThT fluorescence; Potency, µM (top dose mostly 57.4 µM), without a hit: at the highest dose activity, negative = inhibition, hits mostly inhibitors; hit rate 2.1% among 270,000; AID 1460; note: % is set by controls: 0 for no effect and ±100 for the full control effect; nearly all actives have a fitted effect of over 55% in size
Target sequence (P10636 561-689 P618L limits assumed): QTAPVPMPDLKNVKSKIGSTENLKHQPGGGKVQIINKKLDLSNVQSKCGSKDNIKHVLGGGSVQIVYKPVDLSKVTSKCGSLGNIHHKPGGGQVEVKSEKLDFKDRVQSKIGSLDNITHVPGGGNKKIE
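Aggregation was driven by heparin (20 uM final) acting on recombinant tau […] bearing P301L in 100 mM sodium acetate pH 7; fibrils were detected with Thioflavin T.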
GAA inh: blocks human lysosomal alpha-glucosidase | hit rate 0.005% among 200,000 | AID 1466 | purified human GAA, 4-MU-alpha-glucoside fluorescence | Potency, µM (titrated, usually from 76.9 µM), for inactives: top-dose activity change, negative = inhibition, usual class: inhibitors | P10253;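 note: plate controls were uninhibited enzyme wells for no effect and no-enzyme background for full effect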
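Fluorescence at Ex 365/Em 440 nm from 4-methylumbelliferone reported enzyme activity after 20 min at room temperature. Reactions used 4 nM enzyme and 400 uM substrate at pH 5.0; curves fitted with the Hill equation.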
Tau fluor counter: counter-screen for tau fibril formation inhibitors | tau K18 P301L Alexa594 fluorescence, heparin fibrillization | Potency, µM (top dose mostly 57.7 µM), for inactives: at the top dose activity change, negative = decrease | hit rate 0.93% among 280,000; note: % is set by controls: 0 for no effect and ±100 for the full control effect; nearly all actives have a fitted effect of over 55% in size
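Human tau K18 P301L (15 uM unlabeled, 0.24 uM Alexa 594-labeled) in 100 mM sodium acetate pH 7 with 20 uM heparin, 6 hr at 37 C. ThT 30 uM added, 1 hr ambient; Alexa 594 FP and total fluorescence read at 555/632 nm.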
Tau fibril FP: inhibitors of human tau fibril formation | hit rate 0.39% among 280,000 | K18 P301L tau heparin fibrillization, Alexa594 FP, 6 h | Potency, µM (series often up to 57.7 µM), for inactives: top-dose activity, negative = inhibition, hits mostly inhibitors | P10636; note: % is set by controls: 0 for no effect and ±100 for the full control effect; nearly all actives have a fitted effect of over 55% in size
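Steps: dispense K18 P301L tau (15 uM plus 0.24 uM Alexa 594 tracer, final) in pH 7 sodium acetate; add compound; add heparin (20 uM final); incubate 6 hr, 37 C; add ThT (30 uM final); after 1 hr ambient, read FP.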
GLA spleen mod: inhibitors or activators of human alpha-galactosidase in spleen homogenate | Potency, µM (doses to about 80 µM), for the others: at the top dose activity change, negative = inhibition, usual class: inhibitors | P06280 | human spleen homogenate, 4MU-alpha-Gal fluorescence, 40 min | AID 2107 | hit rate 0.008% among 240,000;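 note: 0% = enzyme with vehicle and -100% = no enzyme basal signal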
Target sequence (P06280 32-429 limits assumed): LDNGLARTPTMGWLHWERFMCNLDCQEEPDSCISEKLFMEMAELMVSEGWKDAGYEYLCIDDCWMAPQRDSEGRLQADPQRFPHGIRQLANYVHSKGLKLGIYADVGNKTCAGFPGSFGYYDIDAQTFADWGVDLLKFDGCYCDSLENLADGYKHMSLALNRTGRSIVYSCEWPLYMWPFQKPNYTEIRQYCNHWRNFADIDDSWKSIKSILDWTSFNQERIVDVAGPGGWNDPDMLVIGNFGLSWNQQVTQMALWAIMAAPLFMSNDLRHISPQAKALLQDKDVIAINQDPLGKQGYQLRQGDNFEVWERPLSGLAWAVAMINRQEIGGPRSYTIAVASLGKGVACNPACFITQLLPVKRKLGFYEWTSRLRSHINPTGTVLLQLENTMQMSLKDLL
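Human spleen homogenate (1 ug) as enzyme source, 4-methylumbelliferyl-alpha-D-galactopyranoside 1 mM final, citrate/phosphate pH 5.0 with 0.01% Tween-20. Compounds 40 min at 37C, NaOH/glycine stop; fluorescence Ex 365/Em 440, Hill-fit AC50.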
HTT cytoprotect: Huntington cell model cytoprotection by ATP luminescence | AID 1471 | Potency, µM (doses to about 56.4 µM), inactives show cytoprotection (ATP increase), usual class: activators | hit rate 0.14% among 230,000 | PC12 HTT-Q103 induced, cytoprotection, ATP luminescence, 40 h;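 note: % of control where 0% means no effect; nearly all actives have a fitted effect of over 45% in size; toxic huntingtin expression switched on by the ecdysone agonist tebufenozide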
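Cells were plated at 1500 per well in phenol red-free DMEM with 5% equine and 5% calf serum. Tebufenozide (100 nM final) and compounds were added, then ATPlite reagent, and luminescence was read.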
GAA spleen mod: inhibitors or activators of human alpha-glucosidase in spleen homogenate | human spleen homogenate, 4-MU-alpha-glucoside fluorescence | Potency, µM (series often up to 79.9 µM), for the others: at the top dose activity change, negative = inhibition, most hits filed as inhibitors | hit rate 0.006% among 240,000;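 note: 0% = enzyme with vehicle and -100% = no enzyme basal signal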
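Compounds were titrated against alpha-glucosidase in spleen homogenate at pH 5.0, with 1 mM 4-methylumbelliferyl substrate for 40 min at 37 C. Reactions were quenched with pH 10 NaOH/glycine and fluorescence measured.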
The depositor's hits bear a star; ? = inconclusive; / = not tested or not shown; & = joins results of further samples; [ ] = another dose, or the depositor's remark. Calls come from the whole dose curve; as a rule, active = well fitted curve in the direction sought with a large enough effect; inconclusive = small, poorly fitted or top-dose-only effect, or another doubt; inactive = no such curve, though single readings can be large; an effect the other way counts as inactive or inconclusive. Potency is the fitted concentration of half-maximal effect. This is a random part of the collection; about 3.3% have a hit in one of these screens.

Structure,GAA glycogen,Tau fibril ThT,GAA inh,Tau fluor counter,Tau fibril FP,GLA spleen mod,HTT cytoprotect,GAA spleen mod
Cc1ccc(NC(=O)CN(c2ccc(Cl)cc2)S(=O)(=O)c2cc([N+](=O)[O-])ccc2Cl)c(C)c1,-20%,-15%,-11%,?,9%,1%,-7%[10 µM],2%
CC(=O)Cc1nsc(NC(=O)c2c(-c3ccccc3Cl)noc2C)n1,-8%,1%,-5%,1%,3%,4%,-16%[0.074 µM],-2%
O=C(CSc1ncn[nH]1)Nc1nsc(-c2ccccc2)n1,-7%,1%,-1%,-7%,-1%,4%,/,-1%
COc1ccc(/C=N/n2c(-c3cccs3)n[nH]c2=S)cc1,?,?,-9%,-21%,-2%,-9%,-61%[inhibitor],-9%
CN=c1scc(-c2ccccc2Br)n1/N=C/c1ccc[nH]1,-12%,?,0%,?,11%,-11%,-131%[inhibitor],-5%
O=C(CSc1nnc2ccc(-c3ccncc3)nn12)N1CCCCC1,5%,-10%,2%,3%,2%,-2%,-19%,/
CC(CNS(=O)(=O)c1ccccc1)Sc1nncn1C (stereo not drawn),2%,-7%,/,-7%,-15%,5%,-9%[10 µM],4%
C#CCOCCOCCOCCNc1nc(N2CCN(C(=O)[C@H]([C@@H](C)CC)n3cc([C@@H](N)CC(C)C)nn3)CC2)nc(N2CCN(C(=O)[C@H](CCCCN)n3cc([C@@H](N)CC(C)C)nn3)CC2)n1,9%,-9%,/,8%,3%,6%,-7%[10 µM],4%
CCc1ccc(N(C(C)=O)C2C=CS(=O)(=O)C2)cc1 (stereo not drawn),3%,-10%,4%,-5%,3%,-9%,13%[10 µM],-1%
Cc1[nH]n(-c2cccc(Cl)c2)c(=O)c1/C=N/n1c(C)nc2ccccc2c1=O,-5%,?,-1%,-28%,7%,-3%,-30%,-5%
COCCNC(=O)Cn1cc(C(=S)N2CCCCC2)c2ccccc21,-14%,-12%,3%,-11%,-6%,8%,-5%,-2%
N#Cc1c(/N=C/c2cccnc2)sc2c1CCCC2,?,?,/,-17%,7%,-2%,37%[10 µM],-7%
O=C1C(=C2CCCCC2)SC(=S)N1Cc1ccco1,-17%,25µM*,-4%,-21%,?,-3%,-26%,3%
Cc1cccc(NC(=O)Cn2c(C(F)(F)F)nc3ccccc32)c1C,-8%[76.3 µM],0%,/,-3%,-7%,/,/,/
Cn1c(=O)[nH]c(=O)c2c1nc1n2CC(COc2ccc3ccccc3c2)O1 (stereo not drawn),4%,/,/,-13%,?,9%,16%[10 µM],2%
CCc1ccc(NC(=O)CS(=O)CC(=O)NCCCc2ccccc2)cc1 (stereo not drawn),5%,-5%,1%,1%,-1%,-19%,-12%,-12%
COc1ccc(N=Cc2ccc(-c3ccccc3)o2)cc1,?,-13%,-6%,-8%,-3%,2%,-10%[10 µM],-2%
CC1CN(C(=O)c2cccc(C(=O)N3CC(C)OC(C)C3)c2)CC(C)O1 (stereo not drawn),5%,-1%,-8%,4%,4%,5%,-12%,3%
Cc1nn(CC(=O)N2CCN(c3ccccc3F)CC2)c(=O)c2cccn12,-2%[76.3 µM],?,/,?,?,/,/,/
CCn1c(SCC(=O)N2CCN(c3cccc(Cl)c3)CC2)nc2ccccc2c1=O,-2%,?,-3%,-17%,-2%,2%,17%[1.9 µM],10%

Single records, from the list above. Values in the order: GAA glycogen | Tau fibril ThT | GAA inh | Tau fluor counter | Tau fibril FP | GLA spleen mod | HTT cytoprotect | GAA spleen mod
`CCc1ccc(N(C(C)=O)C2C=CS(=O)(=O)C2)cc1` (stereo not drawn) as listed: 3% | -10% | 4% | -5% | 3% | -9% | 13%[10 µM] | -1%
`Cc1[nH]n(-c2cccc(Cl)c2)c(=O)c1/C=N/n1c(C)nc2ccccc2c1=O` as listed: -5% | ? | -1% | -28% | 7% | -3% | -30% | -5%

Later entries
Structure,GAA glycogen,Tau fibril ThT,GAA inh,Tau fluor counter,Tau fibril FP,GLA spleen mod,HTT cytoprotect,GAA spleen mod
COc1cccc(CNc2ccc(F)c(Cl)c2)c1O,2%,?,1%,-7%,2%,-9%,-1%[0.074 µM],1%
NC(=O)CSc1nc(-c2ccccc2)nc2c1CCCC2,18%,-9%,?,-15%,-10%,-2%,-2%[10 µM],1%
O=C(Cn1cnc2ccccc2c1=O)NCC(=O)N1CCOCC1,-1%,-2%,0%,-4%,1%,5%,-19%,4%
Cc1nc2cc(N)ccc2n1-c1ccccc1,5%,-12%,-1%,-9%,6%,3%,-29%,2%
CC(C(=O)NC1CCCc2ccccc21)N1CCN(c2ccc(F)cc2)CC1 (stereo not drawn),15%,-11%,-4%,-11%,5%,-2%,40%[10 µM],1%
CCc1ccccc1Nc1cc(C(=O)NC(C)c2ccccc2)c2ccccc2n1 (stereo not drawn),9%[76.3 µM],-5%,/,?,-8%,/,/,/
COc1cccc(C(=O)NCc2cccnc2)c1,15%,0%,-11%,0%,0%,-9%,-23%,-8%
CCNC(=O)Nc1nc2ccccc2s1,0%,-4%,2%,-5%,-9%,-26%,-50%[inhibitor],-21%
CCC(C)[C@@H](C(=O)Nc1ccc2c(c1)OCO2)N1Cc2ccccc2C1=O (stereo partly drawn),-7%,-17%,-10%[15.4 µM],-22%,-3%,8%,-11%,-10%
COCCn1nnnc1C(c1ccc(OC)cc1)N1CCC(C)CC1 (stereo not drawn),0%,0%,2%,2%,1%,-4%,-2%,-1%
CCOc1cccc(C(=O)NC(=S)Nc2cccc(C)c2)c1,-7%,?,-3%,-29%,-9%,3%,37%[10 µM],4%
CC(C)(C)C(=O)Nc1cccc(-c2nc3ccccc3c(=O)o2)c1,2%,-11%,-14%,-18%,-1%,2%,-99%[inhibitor],-4%
CCN(CC)CCN1C(=O)C(O)=C(C(=O)c2cccs2)C1c1ccccn1 (stereo not drawn),-11%,?,0%,-14%,-13%,-4%,-1%,-7%
CCC(=O)N/C(=N\OCc1ccc(F)cc1)c1nonc1NC(=O)CC,4%,-2%,0%,0%,1%,8%,13%,9%
C/C(=N\NC(=O)c1ccc2c(c1)OCO2)c1ccc(C(=O)O)s1,-14%,?,?,-3%,1%,-14%,-35%[10 µM],-1%
COCCn1nnnc1C(c1cc2cc(C)ccc2[nH]c1=O)N1CCCCCC1 (stereo not drawn),-3%,?,-2%,-17%,?,-5%,-8%,-9%
O=C1OCCC/C1=C\c1ccc2c(c1)OCO2,-1%,?,/,-17%,1%,4%,-9%[10 µM],2%
CC1=C(C(=O)Nc2ccc(C)cc2C)C(c2ccc(O)cc2)n2nnnc2N1 (stereo not drawn),-17%[76.3 µM],-6%,/,-8%,6%,/,/,/
O=C(CNC(=S)N(Cc1ccc(F)cc1)C1CCCCC1)NCCN1CCOCC1,-3%,1%,1%,5%,5%,6%,5%[10 µM],-1%
C=CCNc1nc(-c2ccccc2)nc(-n2ccnc2)n1,-5%,-10%,-10%,-8%,2%,-2%,-6%,-3%

Structure,GAA glycogen,Tau fibril ThT,GAA inh,Tau fluor counter,Tau fibril FP,GLA spleen mod,HTT cytoprotect,GAA spleen mod
COc1ccc(NC(=O)CSc2nnc(Cn3cnc4ccccc43)n2C)cc1,4%,-1%,0%,-1%,-1%,2%,14%[1.9 µM],-1%
COC(=O)C(C)(N)Cc1ccc(O)cc1 (stereo not drawn),/,-11%,/,-12%,3%,3%,/,7%
Cc1c(C(=O)O)sc2ncn(C)c(=O)c12,1%,5%,11%,0%,1%,-2%,-25%[10 µM],0%
Clc1ccc(-c2nnc(NCc3ccccc3)c3ccccc23)cc1,10%,2%,-3%,0%,2%,0%,-12%[10 µM],-4%
CO/N=C/c1cn(-c2ccc(Cl)cc2)nn1,-3%,-3%,6%,1%,-1%,5%,-4%[10 µM],-1%
Oc1ccccc1Nc1ncnc2c1oc1ccccc12,-18%,-8%,-13%,-16%,10%,-5%,-29%,3%
O=C(CCn1c(=O)oc2ccccc21)N1CCN(c2ccccc2F)CC1,4%,-1%,-4%,1%,-1%,-3%,15%,-4%
COc1ccc(C(=O)Nc2nc3ccccc3s2)cc1OC,-18%,-5%,0%,-6%,8%[2.34 µM],-9%,1%[10 µM],-5%
COc1ccc(CCNS(=O)(=O)c2c(N)n(C)c(=O)n(C)c2=O)cc1OC,-6%,-7%,3%,-11%,-16%,0%,-28%,2%
COc1cccc(C(=O)Cn2c(=O)n(CC3CCCO3)c(=O)c3ccccc32)c1 (stereo not drawn),8%,0%,-9%,-6%,-1%,-12%,-13%,-4%
Cc1cc(C)n(CCO)c(=O)n1,5%,-3%,11%,-5%,6%,3%,-4%,0%
COc1cc([N+](=O)[O-])c(OC)cc1SCc1n[nH]c(=S)n1-c1ccc(F)cc1,-23%,8%,-4%,15%,9%,-5%,-3%[10 µM],10%
CCOCCc1nnc(NC(=O)c2cccc(F)c2)s1,-13%,-2%,-3%,-2%,2%,0%,-9%,2%
COCc1cc(=O)n2[nH]c(-c3cccc(Br)c3)cc2n1,3%,?,?,-10%,11%,-1%,-23%,-3%
COc1ccc(/C=N/Nc2cc(OC)ncn2)cc1,11%,?,-5%,-24%,3%,-1%,-26%[10 µM],5%
CCc1ccc(N(C(=O)c2ccoc2C)C(C(=O)NC2CCCC2)c2ccc(OC)cc2)cc1 (stereo not drawn),-6%,-29%,-4%,-10%,-2%,5%,-26%,-3%
Cc1ccsc1C(=O)N1CC(=O)Nc2ccccc21,9%,-10%,-15%,-12%,-11%,-5%,4%,-5%
Cc1onc(-c2ccccc2)c1C(=O)N/N=C/c1ccco1,-1%,-3%,8%,-4%,2%,-2%,-2%[10 µM],0%
CCCCCCNS(=O)(=O)c1ccccc1Br,-7%,-2%,/,-15%,-1%,1%&-4%,35%[10 µM],-9%&-3%

Looked up above:
HTT cytoprotect with COc1ccc(/C=N/Nc2cc(OC)ncn2)cc1 is entered as -26%[10 µM]
GAA glycogen with Cc1cc(C)n(CCO)c(=O)n1 is entered as 5%
Tau fluor counter with Clc1ccc(-c2nnc(NCc3ccccc3)c3ccccc23)cc1 is entered as 0%
